# Bioassay records from PubChem BioAssay.
# NPR1 activator: GC-A (human) enzyme activation | AID 1671463 | 370,000 compounds, 0.14% hits | activation, % at 10 µM | P16066 | HEK293 GC-A cells, cGMP TR-FRET, EC30 ANP; 0% at EC30 ANP, 100% saturating ANP; in the data active = activation above about 40%
# ssDAF-12 act: S. stercoralis DAF-12 activation, primary screen | activation, % at 6.8 µM | 370,000 compounds, 1% hits | HEK293 ssDAF-12/GRIP1 lit1-tk-luc reporter, luminescence; % of 3 µM dafachronic acid response;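 active = activation above the mean over all tested compounds plus 3 SD, cut at about 0.9% in these data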;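 note: 0% = DMSO-only wells and 100% = 3 µM delta7-dafachronic acid wells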
# DAX1 inh-1: inhibitors of human orphan nuclear receptor DAX1 (NR0B1). 340,000 compounds, 0.99% hits. AID 504766. HEK293 Gal4-DAX1 luciferase reporter, luminescence. inhibition, % at 6.75 µM;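 active = inhibition above the mean over all tested compounds plus 3 SD, cut at about 4.2% in these data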;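 note: 0% = DAX1-transfected cells with DMSO and 100% = empty-vector control cells with DMSO; inhibition shows as a rise in luminescence from relieved DAX1 repression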
# Target sequence (P51843 207-470 limits assumed): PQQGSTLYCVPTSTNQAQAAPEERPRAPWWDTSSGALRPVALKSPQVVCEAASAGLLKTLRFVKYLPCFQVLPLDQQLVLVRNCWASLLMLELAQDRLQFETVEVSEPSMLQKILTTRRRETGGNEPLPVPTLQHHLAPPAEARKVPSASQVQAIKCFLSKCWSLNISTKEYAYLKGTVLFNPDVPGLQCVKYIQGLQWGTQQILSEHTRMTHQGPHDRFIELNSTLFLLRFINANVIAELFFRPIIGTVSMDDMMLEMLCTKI
# PG9 binder: binds the HIV-1 gp120 antibody PG9; TR-FRET gp120-PG9 antibody binding; 360,000 compounds, 0.43% hits; inhibition, % at 6.7 µM; in the data active = inhibition above about 8.5%
# GAA850 FXN act: increases GAA850 frataxin promoter reporter activity | activation, % at 6 µM | 360,000 compounds, 0.56% hits | HEK293 lucGAA850 FXN promoter luciferase reporter, 24 h; percent of 10 µM SAHA response | AID 540364;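 active = activation above the average of all compounds screened plus 3 SD, cutoff fixed separately per campaign, cut at about 7.5% in these data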;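 note: 0% = DMSO wells and 100% = 10 µM SAHA wells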
# hcDAF12 agonist: activators of H. contortus DAF-12 nuclear receptor | 370,000 compounds, 1.4% hits | activation, % at 6.8 µM | AID 652067 | HEK293 hcDAF-12 lit1-tk-luc reporter, luminescence; 0% DMSO, 100% Δ7-dafachronic acid;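 active = activation above the mean of all tested compounds plus 3 SD, cut at about 5.5% in these data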;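 note: 100% = response to 3 µM Δ7-dafachronic acid high control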
# ADAM17 inh: inhibits human ADAM17; recombinant ADAM17, EDANS/DABCYL FRET peptide cleavage; 370,000 compounds, 0.83% hits; P78536; AID 720648; inhibition, % at 6.95 µM;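 active = inhibition above the mean of compounds lying between control limits plus 3 SD, set per campaign, cut at about 8.5% in these data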;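 note: 0% = DMSO-only wells as the low control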
# Target sequence (P78536 215-824 limits assumed): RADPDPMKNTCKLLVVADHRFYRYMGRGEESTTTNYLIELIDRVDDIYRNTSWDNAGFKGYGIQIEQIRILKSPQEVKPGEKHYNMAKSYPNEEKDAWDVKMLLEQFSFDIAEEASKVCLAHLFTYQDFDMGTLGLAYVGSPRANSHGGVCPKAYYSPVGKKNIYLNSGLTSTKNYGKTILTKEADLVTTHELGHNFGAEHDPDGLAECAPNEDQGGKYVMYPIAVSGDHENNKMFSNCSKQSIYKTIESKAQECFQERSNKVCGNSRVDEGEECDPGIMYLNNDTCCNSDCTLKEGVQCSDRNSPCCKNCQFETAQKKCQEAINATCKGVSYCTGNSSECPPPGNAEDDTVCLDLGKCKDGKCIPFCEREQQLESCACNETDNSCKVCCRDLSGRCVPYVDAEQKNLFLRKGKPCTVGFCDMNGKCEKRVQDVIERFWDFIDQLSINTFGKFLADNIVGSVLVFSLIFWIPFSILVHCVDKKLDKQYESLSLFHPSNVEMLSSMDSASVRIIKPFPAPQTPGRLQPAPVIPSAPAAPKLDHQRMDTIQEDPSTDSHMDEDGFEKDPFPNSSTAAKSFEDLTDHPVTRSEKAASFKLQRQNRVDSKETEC
# SMARCA2 activ: activators of SMARCA2 function. MG213 cells, MMTV-luciferase reporter, dexamethasone, overnight. activation, % at 9.1 µM. 370,000 compounds, 1% hits. AID 652017; in the data active = activation above about 7.8%;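 note: 0% = vehicle wells and 100% = reference activator wells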
# DAX1 inh-2: DAX1 (NR0B1) inhibition, primary screen; HEK293T StAR-luciferase reporter, SF-1/DAX-1 repression relief; inhibition, % at 6.8 µM; 370,000 compounds, 1.1% hits; AID 652010;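 active = inhibition above the mean over all tested compounds plus 3 SD, cut at about 3.6% in these data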;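 note: 0% = DAX-1 cells with DMSO and 100% = cells lacking DAX-1 with DMSO; higher inhibition means more luminescence from relief of DAX-1 repression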
# ADAM10 inh: ADAM10 inhibition, QFRET primary screen | O14672 | recombinant ADAM10, EDANS/DABCYL FRET peptide cleavage, 3 h | inhibition, % at 7 µM | 370,000 compounds, 0.62% hits | AID 720582;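 active = inhibition above a per-campaign cutoff equal to the mean of compounds falling between control-based bounds plus 3 SD, cut at about 20% in these data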;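 note: 0% = DMSO wells while the 100% control is not disclosed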
# hgDAF-12 ag: hgDAF-12 agonism, primary luciferase screen; 370,000 compounds, 1.8% hits; HEK293 GAL4-hgDAF12 UAS-luciferase reporter, agonist luminescence; normalized to butyrate control; activation, % at 6.8 µM;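 active = activation above a cutoff set at the mean of all screened compounds plus 3 SD, cut at about 10% in these data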;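 note: 0% = DMSO wells and 100% = sodium butyrate wells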
# An asterisk follows results filed as active; i = inactive; . = no result given. An unsorted share of the library. Share with any hit: about 6.8%.
# Key to letters: A = NPR1 activator; B = ssDAF-12 act; C = DAX1 inh-1; D = PG9 binder; E = GAA850 FXN act; F = hcDAF12 agonist; G = ADAM17 inh; H = SMARCA2 activ; I = DAX1 inh-2; J = ADAM10 inh; K = hgDAF-12 ag
Cc1nn(C)c(C)c1NC(=O)CSc1nnc(C)n1-c1ccccc1
  A = 4	B = -1.9	C = 0.0	D = 2.8	E = -0.1	F = -1.6	G = -6	H = -3	I = -0.8	J = -3	K = 2.2
O=C(NCc1ccco1)C(=S)N1CCCCC1
  A = 4	B = -0.9	C = 0.1	D = 0.0	E = 1.9	F = 0.5	G = -1	H = -1	I = 0.6	J = 0	K = -0.7
c1ccc2nc(-c3nccs3)ccc2c1
  A = 7	B = -1.1	C = 1.6	D = -0.8	E = 4.3	F = 0.4	G = -14	H = 2	I = 1.8	J = -23	K = 8.9
CCOC(=O)CSc1nnc(-c2ccc(S(=O)(=O)NCc3cccs3)cc2)o1
  A = 17	B = -1.0	C = -0.1	D = 1.8	E = 1.7	F = -0.6	G = 2	H = -1	I = -0.5	J = 5	K = 0.7
CC1(Oc2cccc(C#N)c2)CCN(Cc2csc3ccccc23)C1 (configuration not stated)
  A = -9	B = -1.2	C = .	D = -1.8	E = 2.5	F = -0.8	G = -1	H = -5	I = -1.5	J = -7	K = -0.2
O=C(CCNC(=O)c1ccccc1Cl)Nc1nc(-c2ccc(F)cc2)cs1
  A = 11	B = -1.0	C = 0.4	D = -1.0	E = 1.6	F = -0.1	G = 2	H = -2	I = 0.2	J = 7	K = 3.2
Cc1noc(C)c1C(=O)Nc1nc(-c2ccc(F)cc2)cs1
  A = 5	B = -1.2	C = 0.4	D = -0.7	E = 1.3	F = -2.2	G = -3	H = -1	I = 1.4	J = -11	K = -0.6
O=C(O)CCCNc1ccc(S(=O)(=O)Nc2ccccc2C(=O)O)cc1C(=O)O
  A = 0	B = -1.2	C = 0.5	D = 0.6	E = 2.2	F = 0.3	G = -5	H = -4	I = 0.5	J = -7	K = 1.7
CC(=O)C1C(c2ccc(Cl)cc2)NC(=O)NC1(O)C(F)(F)F (configuration not stated)
  A = -3	B = -1.4	C = -0.8	D = -2.3	E = 0.7	F = 2.1	G = -2	H = -2	I = 0.0	J = -8	K = 0.0
O=C(O)C1CC2C3CC(C(=O)O)C(C3)C2C1 (configuration not stated)
  A = 4	B = -1.5	C = 1.8	D = -1.5	E = -0.9	F = -0.6	G = -4	H = 2	I = -0.7	J = -5	K = -0.5
CCc1nc2ccc(C(=O)NCCCN3CCCC3=O)cn2c1N(C)C(=O)c1cccc(OC)c1
  A = 4	B = -1.6	C = .	D = -1.5	E = -0.3	F = -1.8	G = -8	H = -3	I = 0.1	J = -26	K = 2.1
Cc1ccc(N2CCN(C(=O)c3cc(COc4c(C)cccc4C)on3)CC2)c(C)c1
  A = 2	B = -0.1	C = 1.0	D = -1.5	E = 0.9	F = -1.9	G = -4	H = -1	I = 0.2	J = -4	K = -1.0
O=C(Nc1ccc(F)cc1F)N1CCCN(c2ccc([N+](=O)[O-])cn2)CC1
  A = 3	B = -1.3	C = -1.8	D = -0.8	E = -1.5	F = -1.7	G = -3	H = -4	I = -0.9	J = 2	K = -0.3
CCOC(=O)N1CCN(C(=O)c2ccccc2NC(=O)COc2ccccc2C)CC1
  A = -2	B = -1.1	C = -1.6	D = -0.4	E = 3.4	F = -1.6	G = 2	H = -2	I = -2.2	J = -11	K = -4.1
CCCNC(=O)C1CCN(S(=O)(=O)c2ccc3nc4c(c(C(=O)O)c3c2)CCCCC4)CC1
  A = 1	B = -0.4	C = 2.5	D = 0.9	E = -0.6	F = -1.8	G = -1	H = 0	I = 1.3	J = -1	K = 0.8
Cc1cc(C)cc(N(CC(=O)N2CCc3ccccc32)S(=O)(=O)c2c(C)noc2C)c1
  A = -3	B = -0.8	C = -0.4	D = -1.4	E = -1.1	F = 1.0	G = -2	H = 5	I = 0.3	J = -11	K = 1.6
COc1ccc(Cc2nnc(NC(=O)c3ccc(Cl)c([N+](=O)[O-])c3)s2)cc1
  A = 7	B = -1.4	C = -0.1	D = 0.1	E = -0.4	F = -0.9	G = -4	H = -2	I = 0.2	J = -5	K = -1.1
COC(=O)c1cccc(S(=O)(=O)N(Cc2ccco2)Cc2cc3ccc(OC)cc3[nH]c2=O)c1
  A = -1	B = -1.4	C = 0.6	D = -2.8	E = -5.0	F = -0.9	G = -10	H = 2	I = -0.5	J = -22	K = 0.5
CCc1cc2c(NCC(=O)O)ncnc2s1
  A = 0	B = -0.8	C = -1.5	D = -1.4	E = 2.0	F = -1.1	G = -3	H = 2	I = -0.2	J = 0	K = 0.2
COc1ccc(C(=O)N2CCN(Cc3cn[nH]c3-c3ccc(OC)cc3F)CC2)cc1
  A = -2	B = -1.9	C = -0.8	D = -0.2	E = 0.8	F = -1.8	G = -1	H = -4	I = -0.7	J = -3	K = 0.0
Cc1nnc(SCC(=O)Nc2nccs2)[nH]c1=O
  A = 1	B = -1.0	C = -0.5	D = 0.7	E = 0.4	F = 2.0	G = -1	H = 1	I = -0.5	J = 0	K = -0.7
Cc1ccc2nc(N3CCN(Cc4nnnn4Cc4ccccc4)CC3)c(C#N)cc2c1
  A = 3	B = -1.2	C = -0.5	D = -0.6	E = 0.2	F = -0.6	G = -13	H = -2	I = -0.2	J = -34	K = 0.5
C=CCOC(=O)C1=C[C@@H](c2ccc(Br)cc2)[C@H](CCCO)[C@@H](OCC)O1
  A = -12	B = -1.8	C = -0.9	D = -1.3	E = -3.0	F = -1.5	G = -2	H = 1	I = -0.5	J = 7	K = -0.7
COc1ccc2[nH]cc(CCNC(=O)C3CCCCC3)c2c1
  A = 4	B = -1.5	C = 0.3	D = -1.5	E = 0.3	F = -2.1	G = -5	H = 0	I = -0.3	J = -6	K = 0.4
O=C(NCc1ccccc1)c1cccc(NC(=O)C2CCC2)c1
  A = -2	B = -0.5	C = 0.2	D = -0.5	E = -0.1	F = -1.7	G = -5	H = -1	I = -0.4	J = -17	K = -2.6

# Just PG9 binder, for three of the compounds above:
SMILES | PG9 binder
O=C(O)C1CC2C3CC(C(=O)O)C(C3)C2C1 (configuration not stated) | -1.5
CCc1nc2ccc(C(=O)NCCCN3CCCC3=O)cn2c1N(C)C(=O)c1cccc(OC)c1 | -1.5
Cc1ccc(N2CCN(C(=O)c3cc(COc4c(C)cccc4C)on3)CC2)c(C)c1 | -1.5

# Further entries follow.
# Key to letters: A = NPR1 activator; B = ssDAF-12 act; C = DAX1 inh-1; D = PG9 binder; E = GAA850 FXN act; F = hcDAF12 agonist; G = ADAM17 inh; H = SMARCA2 activ; I = DAX1 inh-2; J = ADAM10 inh; K = hgDAF-12 ag
Cc1ccc(-c2nn(CC(=O)Nc3cccnc3)c(=O)c3ccccc23)cc1
  A = -1	B = -1.5	C = -1.2	D = -0.1	E = 0.7	F = -1.7	G = 0	H = 4	I = 0.2	J = 11	K = -0.2
COC(=O)c1ccc(Cn2c(C)c(C(=O)NCc3cccc(C(F)(F)F)c3)sc2=O)o1
  A = -4	B = -0.4	C = .	D = -1.4	E = 2.0	F = -0.4	G = -2	H = -1	I = 0.2	J = 0	K = -2.6
COCCNC(=O)c1ccc2c(=O)n(CCOC)c(=O)[nH]c2c1
  A = 0	B = -0.2	C = -0.3	D = -3.3	E = 1.7	F = 1.4	G = -21	H = 1	I = 0.1	J = -69	K = 2.0
COc1ccc(C(=O)NCc2c(C)oc(C)c2C(=O)O)cc1
  A = 4	B = -0.3	C = 1.6	D = -2.7	E = 1.1	F = -1.0	G = 5	H = 0	I = -0.1	J = 3	K = 0.8
O=C(O)C1CC(=O)N(C2CCCCC2)C1c1ccccc1 (configuration not stated)
  A = 0	B = -1.3	C = -0.2	D = 1.4	E = 0.4	F = -1.3	G = -7	H = 1	I = -0.6	J = 1	K = -0.9
Cn1c(=O)n(C)c2cc(S(=O)(=O)O)ccc21
  A = 5	B = -0.7	C = 1.3	D = 1.5	E = 0.9	F = 2.5	G = -3	H = 0	I = -0.3	J = -1	K = 3.2
CCN(Cc1ccccc1)S(=O)(=O)c1cc2[nH]c(=O)c(=O)[nH]c2cc1C
  A = 3	B = -0.9	C = 4.1	D = 0.2	E = 1.8	F = -1.3	G = -154	H = -1	I = 0.7	J = i	K = 1.8
Cc1ccc(NC(=O)COC(=O)CNC(=O)c2ccc(Cl)cc2Cl)cc1S(=O)(=O)N1CCOCC1
  A = 4	B = -0.9	C = -0.2	D = -2.4	E = 0.0	F = -0.9	G = 1	H = -3	I = 3.2	J = 7	K = -0.2
Cc1nc(SCC(=O)c2ccccc2)c(C#N)c(-c2ccco2)c1C(=O)NCc1ccco1
  A = 18	B = -1.3	C = -1.8	D = -2.4	E = -2.1	F = -2.7	G = -3	H = 0	I = -1.2	J = -1	K = 0.8
CCOC(=O)c1c(-c2ccccc2)csc1NC(=O)CSc1ccccc1
  A = 7	B = -2.0	C = -1.7	D = 0.1	E = 2.0	F = -0.9	G = 0	H = -1	I = 0.6	J = 8	K = 3.6
Cc1cc2n(n1)C(c1ccc3c(c1)OCO3)Nc1ccccc1-2 (configuration not stated)
  A = -6	B = -1.4	C = 1.0	D = -0.4	E = 1.1	F = 0.2	G = -59	H = 1	I = -0.1	J = -224	K = 1.6
CCOc1ccc2[nH]c(=O)c(CN(CC3CCCN3CC)C(=O)NCc3ccccc3)cc2c1 (configuration not stated)
  A = 1	B = -1.2	C = 1.0	D = 0.3	E = 1.1	F = -0.8	G = -53	H = 1	I = 0.4	J = -187	K = 0.7

# Profiles from above. Values in the order: NPR1 activator, ssDAF-12 act, DAX1 inh-1, PG9 binder, GAA850 FXN act, hcDAF12 agonist, ADAM17 inh, SMARCA2 activ, DAX1 inh-2, ADAM10 inh, hgDAF-12 ag
# Cc1noc(C)c1C(=O)Nc1nc(-c2ccc(F)cc2)cs1 in the list: 5, -1.2, 0.4, -0.7, 1.3, -2.2, -3, -1, 1.4, -11, -0.6
# Cc1nnc(SCC(=O)Nc2nccs2)[nH]c1=O in the list: 1, -1.0, -0.5, 0.7, 0.4, 2.0, -1, 1, -0.5, 0, -0.7

# Pulled by structure from the list above:
# Key to letters: A = NPR1 activator; B = ssDAF-12 act; C = DAX1 inh-1; D = PG9 binder; E = GAA850 FXN act; F = hcDAF12 agonist; G = ADAM17 inh; H = SMARCA2 activ; I = DAX1 inh-2; J = ADAM10 inh; K = hgDAF-12 ag
CC(=O)C1C(c2ccc(Cl)cc2)NC(=O)NC1(O)C(F)(F)F (configuration not stated)
  A = -3	B = -1.4	C = -0.8	D = -2.3	E = 0.7	F = 2.1	G = -2	H = -2	I = 0.0	J = -8	K = 0.0
O=C(NCc1ccccc1)c1cccc(NC(=O)C2CCC2)c1
  A = -2	B = -0.5	C = 0.2	D = -0.5	E = -0.1	F = -1.7	G = -5	H = -1	I = -0.4	J = -17	K = -2.6
CCOC(=O)CSc1nnc(-c2ccc(S(=O)(=O)NCc3cccs3)cc2)o1
  A = 17	B = -1.0	C = -0.1	D = 1.8	E = 1.7	F = -0.6	G = 2	H = -1	I = -0.5	J = 5	K = 0.7
